RSV CPE inhibition = inhibition of RSV-induced cytopathic effect – HEp-2 cells, primary 10 µM value included (AID 2391) | HEp-2 cells, RSV-induced CPE inhibition; higher % means a stronger effect | CPE inhibition, % at 10 µM; hits with a dose series show IC50 in µM | 310,000 tested, 0.13% active; in the data active = a potency from the dose series; inconclusive = CPE inhibition mostly from about 23% at the one dose, without a potency; inactive = the rest, 99 in 100 with CPE inhibition below about 21%; note: strong numbers were not always called active
XIAP antagonists = small molecules displacing peptide from XIAP – biochemical, IAP family, fluorescence polarization (AID 1018); 200,000 tested, 0.007% active; displacement, % at 20 µM, or IC50 in µM where a hit was titrated; XIAP BIR domain, fluorescence polarization peptide displacement; higher % means a stronger effect; in the data active = displacement above about 50%; note: a part of the inactive calls stands beside numbers as strong as those of hits
Salmonella PhoP GFP = PhoP-dependent GFP reporter repression – Salmonella Typhimurium, primary screen (AID 1863). S. Typhimurium PhoP-regulated promoter GFP reporter, 4 h; higher % means a stronger effect. inhibition, % at 50 µM, or IC50 in µM where a hit was titrated. 300,000 tested, 0.16% active;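 active = inhibition over 29.93%, a cutoff 3 SD above the screen mean, later confirmed by dose response; inconclusive = inhibition over 29.93% but no dose response follow-up; inactive = inhibition at most 29.93% or unconfirmed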;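 note: 0% = low Mg2+ inducing control and 100% = high Mg2+ repressing control; strong numbers were not always called active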
human PMI inhibition = MPI enzyme activity inhibition – biochemical, fluorescence intensity, coupled assay, primary screen (AID 1209). inhibition, % at 20 µM, or IC50 in µM where a hit was titrated. purified PMI enzyme, coupled fluorescence intensity; higher % means a stronger effect. 190,000 tested, 0.42% active;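 note: plate controls were DMSO vehicle for no effect and wells lacking substrate for full effect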
WT yeast gro inh = growth inhibition of WT yeast, mitochondrial fusion screen | AID 1362 | 190,000 tested, 2.1% active | mitochondrial fusion phenotypic screen, WT strain | inhibition, % at 10 µM; in the data active = inhibition above about 58%; tested in S. cerevisiae
Siah-1 displacement = Siah-1 peptide-binding antagonists, primary screen, biochemical, fluorescence polarization, rhodamine-plectin, uHTS (AID 1817). 290,000 tested, 0.02% active. Siah-1 / rhodamine-plectin peptide fluorescence polarization; higher % means a stronger effect. displacement, % at 20 µM, or IC50 in µM where a hit was titrated;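 active = displacement of at least 50% at 20 µM, with a fluorescence ratio check between 0.3 and a set limit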;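 note: plate controls were Siah plus tracer with DMSO for no effect and tracer alone without Siah for full effect; strong numbers were not always called active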
Myeloid diff 2 = compounds promoting myeloid differentiation. calls only at 10 µM. 360,000 tested, 1% active. ER-HoxA9 myeloid progenitors, lysozyme-GFP differentiation, flow cytometry;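 active = normalized GFP-positive differentiation at or above the plate's own cutoff, the solvent-only control mean plus 3 SD; inconclusive = no clear call, values can overlap the other calls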;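 note: cells exposed to compound for four days before flow analysis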
human PMI inhibitors = MPI inhibition at elevated mannose 6-phosphate – biochemical, fluorescence intensity, high mannose 6-phosphate, primary screen (AID 1220); recombinant PMI enzyme, coupled fluorescence intensity; higher % means a stronger effect; 190,000 tested, 0.66% active; inhibition, % at 20 µM; hits with a dose series show IC50 in µM
TNAP activators = human TNAP enzyme activators, primary screen, biochemical, luminescent, no phosphate acceptor, uHTS (AID 1001). purified TNAP, luminescent activation assay, no phosphate acceptor; higher activation fold means a stronger effect. one-dose activation fold at 20 µM; EC50 in µM for titrated hits. 200,000 tested, 0.03% active; in the data active = activation fold from about 3, or a potency from the dose series; inactive = the rest, 99 in 100 with activation fold below about 1.6; note: many of its hits are not listed in these tables
WT yeast gro inh mutant strain = also measured in WT yeast gro inh; calls as there; inhibition, %; mitochondrial fusion phenotypic screen, mutant strain inhibition
Myeloid diff 2 GFP+ MAC1+ % = also measured in Myeloid diff 2; calls as there; GFP+ MAC1+ double positive, %; measured here: differentiation confirmed by MAC1 staining
Numbers without * were called inactive; i = inactive; ? = inconclusive; / = not tested or not shown; + = active, no number. Cut-off read from the data, not from the text of the source, unless noted: active = inhibition above about 50%; inactive = the rest. Rows are unselected (roughly 3.1% active in at least one column).

SMILES | RSV CPE inhibition | XIAP antagonists | Salmonella PhoP GFP | human PMI inhibition | WT yeast gro inh | WT yeast gro inh mutant strain | Siah-1 displacement | Myeloid diff 2 | Myeloid diff 2 GFP+ MAC1+ % | human PMI inhibitors | TNAP activators
CC(C)CCNC(=O)COc1cccc2c1OC(C)(C)C2 | 0.4% | -4.5% | -5.1% | -2.6% | 7.5 | 13.7 | 5.2% | i | 0.8 | -0.2% | 1.1
Cc1ccc(C)c(N2CCN(C(=O)c3ccc4nc(-c5ccco5)c(-c5ccco5)nc4c3)CC2)c1 | 2.1% | 2.2% | 5.0% | 6.5% | -14.0 | 75.9 | 0.5% | i | 2.4 | 38.6% | 1
C/C(Nc1ccccc1C(F)(F)F)=C1/CCOC1=O | 2.8% | -11.8% | 10.0% | 0.1% | -18.4 | 16.5 | -3.0% | i | 0.5 | 5.8% | 1
COC(=O)c1sccc1NC(=O)c1c(Cl)cccc1Cl | 1.5% | / | 10.0% | / | / | / | -1.5% | i | 0.3 | / | /
CC1=CC2CC1C1C(=O)N(c3ccc(S(=O)(=O)Nc4nc(C)cc(C)n4)cc3)C(=O)C21 (stereo not given) | 0.9% | -4.5% | -0.4% | -6.9% | -4.2 | 0.5 | 0.8% | i | 0.7 | -0.9% | 0.8
O=C(NCCc1ccccc1)C1CCN(S(=O)(=O)c2cccc3nonc23)CC1 | 0.1% | -3.7% | -13.9% | -2.2% | -4.1 | 4.5 | 2.0% | i | 0.8 | 1.6% | 1.1
Cc1cccc(Oc2sc(C(=O)c3ccccc3)c(N)c2C#N)c1 | 2.2% | -5.1% | 10.7% | 9.1% | 7.9 | 0.5 | -0.2% | i | 0.4 | 9.8% | 0.9
CC(C)C(C)NC(=O)COc1nc2ccccc2nc1N(C)C1CCCCC1 (stereo not given) | 2.4% | / | 2.1% | / | / | / | 5.6% | i | 0.2 | / | /
COc1nc(N)nc(N2CCOCC2)n1 | 0.9% | -2.6% | 1.7% | 6.4% | 14.1 | 5.7 | -1.3% | i | 0.6 | -2.8% | 1.1
Cc1ccc(-c2cc(C(=O)NC3CCCCC3)no2)cc1 | 9.3% | / | 8.2% | / | / | / | -7.9% | i | 0.9 | / | /
C#CCNC(=O)c1ccc(OCc2ccccc2)cc1Cl | 3.6% | -3.7% | -6.5% | -5.5% | 4.6 | -13.4 | -4.2% | i | 0.5 | 2.9% | 1
Fc1ccc(-c2noc(C3CCN(Cc4cccnc4)CC3)n2)cc1 | 16.8% | -9.5% | 6.2% | 17.6% | 22.4 | 38.3 | 4.5% | i | 0.7 | 13.0% | 1.1
COC(=O)c1cnn2c(C)c(Cc3cccc(F)c3)c(C)nc12 | 0.3% | -6.6% | 2.5% | -15.2% | -0.5 | -1.6 | -2.7% | i | 1.6 | -15.6% | 1.1
Cc1cc(C(=O)CSc2nnc(-c3cccnc3)n2-c2ccccc2)c(C)n1CC1CCCO1 (stereo not given) | 4.1% | -1.4% | -12.7% | 2.8% | 6.8 | 5.4 | -4.9% | i | 1.4 | 5.8% | 1.1
COCCNC(=O)c1ccccc1NS(=O)(=O)c1ccc(C)c([N+](=O)[O-])c1 | 0.8% | -3.3% | 1.8% | -9.7% | 11.5 | 11.5 | 5.2% | i | 0.4 | -9.5% | 1.1
CCOc1ccc(OCC)c(NC(=O)CC2Oc3ccccc3NC2=O)c1 (stereo not given) | 1.1% | -4.9% | -1.1% | 5.3% | 0.6 | -7.5 | 1.4% | i | 2.5 | 11.0% | 1.1
Cc1nc(N)sc1N=Nc1ccc(F)cc1 | 6.8% | -3.9% | 16.6% | -38.6% | 13.2 | 15.8 | -1.1% | i | 10.2 | -63.5% | 0.9
CCN1CCN(CCCNC(=O)c2ccc3c(Cl)c4c(nc3c2)CCCC4)CC1 | 4.3% | / | -8.6% | / | / | / | 3.8% | ? | / | / | /
CC(=O)OCC(=O)[C@H]1CC[C@H]2[C@@H]3CCC4=CC(=O)CC[C@]4(C)[C@H]3CC[C@]12C | -2.7% | -1.6% | -0.3% | 5.5% | 4.7 | -2.0 | 4.0% | i | 2.4 | 6.9% | 1.1
CC1CC(=S)Nc2ccccc2N1Cc1ccccc1 (stereo not given) | 4.0% | 0.2% | 5.3% | 2.7% | 65.9* | 26.3* | 12.4% | i | 0.3 | 10.6% | 1
CN=C1SC(CC(=O)Nc2sc3c(c2C#N)CCCC3)C(=O)N1C (stereo not given) | -1.1% | -5.8% | -10.0% | -16.2% | -1.2 | -3.8 | -4.5% | i | 0.7 | -11.1% | 1
COCCNC(=O)C(OC(=O)CC1Sc2ccccc2NC1=O)c1ccncc1 (stereo not given) | 0.8% | -1.9% | -7.9% | 8.9% | -8.5 | 3.2 | -1.3% | i | 4.9 | 1.0% | 1.1
O=C(CN1CCN(S(=O)(=O)c2ccc(Br)cc2)CC1)c1ccc(O)c(O)c1 | -1.4% | / | 5.5% | / | / | / | -2.6% | ? | / | / | /
O=C(NC(=O)c1ccncc1)NC(c1ccccc1)c1ccccc1 | 0.1% | -2.6% | 5.4% | 7.5% | 2.5 | 1.3 | 0.8% | i | 0.5 | 6.1% | 1.1
CCCCOc1ccc(Cl)cc1CSc1nnc(CC)n1N | 0.8% | 0.1% | -7.2% | 12.5% | -7.6 | 1.9 | -3.7% | i | 1.0 | 13.2% | 1.1

Further structures
SMILES | RSV CPE inhibition | XIAP antagonists | Salmonella PhoP GFP | human PMI inhibition | WT yeast gro inh | WT yeast gro inh mutant strain | Siah-1 displacement | Myeloid diff 2 | Myeloid diff 2 GFP+ MAC1+ % | human PMI inhibitors | TNAP activators
O=C(O)C1=NN(c2ccccc2)C(=O)CC1 | 0.0% | / | -13.9% | / | / | / | 0.8% | i | 0.2 | / | /
Cc1c(OCC(=O)NCc2ccccn2)ccc2c3c(c(=O)oc12)CCCC3 | 41.8% | / | 2.3% | / | / | / | 2.1% | i | 1.2 | / | /
O=C(O)Cn1c(=O)n(Cc2ccccc2)c2ccccc21 | -0.2% | / | -7.5% | / | / | / | 2.1% | i | 0.1 | / | /
Cn1c(N2CCOCC2)nc(-c2ccccc2)c1-c1ccccc1 | -1.7% | 0.2% | -8.1% | -0.1% | 4.4 | 31.4 | 5.1% | i | 6.6 | -7.1% | 1.2
COC(=O)c1ccccc1NC(=O)CSc1nc(-c2ccco2)cc(C(F)(F)F)n1 | 0.1% | -2.0% | -2.0% | 4.7% | 1.1 | -8.7 | 1.8% | i | 10.0 | 12.4% | 0.9
CCCNS(=O)(=O)c1cc(CN2C(=O)c3cccnc3C2=O)ccc1OC | 3.6% | / | -3.4% | / | / | / | -0.2% | i | 0.8 | / | /
CCCn1c(C(CO)Nc2nc(C)cs2)nc2ccccc21 (stereo not given) | 0.2% | / | -20.0% | / | / | / | 1.3% | i | 3.3 | / | /
COc1ccc(C(=O)N=C2SC3CS(=O)(=O)CC3N2c2ccccc2)cc1OC (stereo not given) | -2.5% | / | 13.3% | / | / | / | -4.0% | i | 2.3 | / | /
COCCC(=O)N1CCC(Oc2ccc(C(=O)NCCc3ccccn3)cc2)CC1 | -0.1% | / | 5.5% | / | / | / | 4.3% | i | 0.3 | / | /
CCCCCN1N=C(C)CC1=O | 0.7% | -9.5% | 4.5% | -16.0% | 2.0 | -1.3 | 5.8% | i | 0.1 | -5.0% | 1.1
CCCCNC(=S)NNC(=O)C1=NN(c2cc(C)ccc2C)C(=O)CC1 | 2.7% | / | 5.2% | / | / | / | -0.3% | i | 0.4 | / | /
CC1Cc2ccccc2N1C(=S)Nc1ccc(S(N)(=O)=O)cc1 (stereo not given) | 13.8% | -10.2% | -15.5% | 4.1% | -13.1 | 3.6 | -1.6% | + | 18.4* | 0.3% | 1
Cc1ccc(CN(C(=O)c2cc(=O)c3cc(Cl)c(C)cc3o2)C2CCS(=O)(=O)C2)cc1 (stereo not given) | -0.1% | -4.7% | -6.6% | 11.3% | 6.6 | -14.3 | 6.0% | i | 7.0 | 8.2% | 1
CCCN(Cc1cc2cc(OC)ccc2[nH]c1=O)C(=O)c1ccco1 | 8.7% | / | -6.0% | / | / | / | 12.6% | i | 0.5 | / | /
CC(=O)N1N=C(c2ccncc2)CC1c1ccccc1O (stereo not given) | 0.9% | -5.5% | -2.2% | -0.6% | -5.7 | -15.9 | -3.4% | i | 0.2 | -0.9% | 1
CCOC(=O)CSc1nc2ccccc2c(=O)n1CCN1CCOCC1 | 3.7% | -10.7% | -5.4% | -3.8% | 8.8 | -3.2 | 15.3% | i | 0.8 | -3.1% | 1.1
O=C(C[n+]1cc[nH]c1)c1ccc(Cl)cc1 | 0.4% | / | 0.5% | / | / | / | 1.9% | i | 0.3 | / | /
CCC(C)(C)n1nnnc1C(c1cc2cc(OC)ccc2[nH]c1=O)N1CCc2ccccc21 (stereo not given) | 2.1% | -5.5% | -14.7% | -10.5% | 18.1 | 7.8 | -1.4% | i | 9.0 | -48.3% | 1
Cn1c(SCc2ccc(Br)cc2)nnc1-c1ccccn1 | 4.2% | / | -4.5% | / | / | / | 7.1% | i | 0.9 | / | /
O=C(Nc1nc(-c2cccnc2)cs1)c1ccccc1F | -1.6% | -3.4% | -10.8% | -10.0% | -14.2 | -28.1 | 11.7% | i | 0.4 | -17.4% | 1.1
CN(C)c1ccc(C(C#N)c2ccccc2)nn1 (stereo not given) | 2.9% | -20.3% | 8.2% | 12.1% | -21.1 | 13.3 | 9.2% | i | 0.1 | 6.6% | 1
COc1ccc(CCNC(=O)CSc2nc3[nH]ncc3c(=O)n2-c2ccc(Cl)cc2Cl)cc1OC | -0.3% | -3.4% | 0.5% | 3.5% | -2.2 | 1.0 | 8.7% | i | 0.0 | -2.3% | 1
COc1cccc(C(=O)COc2ccccc2N2C(=O)C3C4C=CC(C4)C3C2=O)c1 (stereo not given) | 1.0% | -3.6% | -3.1% | -3.0% | 18.3 | 7.0 | 4.7% | i | 0.4 | -4.5% | 0.9
COC(=O)c1ccccc1-c1ccc(/C=N/Nc2nc(N3CCCC3)nc(N3CCCC3)n2)o1 | 10.5% | / | -8.6% | / | / | / | -1.7% | i | 0.9 | / | /
Nc1cc(N)nc(SCCOc2ccccc2)n1 | 0.2% | -1.6% | 9.4% | 12.1% | 10.8 | 10.0 | 1.1% | i | 1.1 | 6.7% | 1.1
Cc1ccc(Cl)cc1N1CCN(C(=O)Cc2c(C(=O)O)[nH]c3ccc(Cl)cc23)CC1 | ? | -5.9% | -1.7% | 4.1% | 7.7 | 13.4 | 19.8% | i | 1.1 | 11.6% | 1.1
Cc1nnc(SCC(=O)NNC(=O)C(C)C)[nH]c1=O | 0.5% | -1.4% | 8.8% | 5.7% | 17.9 | 14.7 | -2.2% | i | 0.4 | 5.4% | 1
COc1ccc(Nc2c3c(nc4ccccc24)CCCC3)cc1OC | 7.1% | -3.7% | -5.8% | -7.2% | 5.2 | 10.2 | -1.9% | i | 0.2 | 4.2% | 1.1

Compound activity: PubChem, several laboratories
